# S1P4 ag – S1P4 receptor agonists, primary screen, cell-based; Sphingosine 1-phosphate receptor 4 (Homo sapiens), O95977; S1P4-expressing cell line, agonist reporter assay; activation, % at 4.98 µM; hit rate 0.35% among 220,000; AID 1509, 2009; in the data active = activation above about 11%;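 note: 0% = DMSO vehicle and 100% = reference agonist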
# S1P4 antagonist – S1P4 receptor antagonists, primary screen, cell-based; Sphingosine 1-phosphate receptor 4 (Homo sapiens), O95977; S1P4-expressing cells, antagonist mode, reporter read-out; inhibition, % at 4.98 µM; hit rate 0.26% among 220,000; AID 1510, 2009; in the data active = inhibition above about 29%;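 note: 0% = wells stimulated with agonist and 100% = vehicle wells without agonist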
# NPY1 pot ag – NPY-Y1 receptor potentiators or agonists, primary screen, cell-based. hit rate 0.37% among 220,000. AID 1304, 2008. NPY-Y1 expressing cells, potentiator/agonist activation. Neuropeptide Y receptor type 1 (Homo sapiens), P25929. activation, % at 3.6 µM; in the data active = activation above about 33%, passing the limit was not always enough;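 note: cells stimulated with NPY at EC10 then isoproterenol at EC100; 0% = low agonist plus stimulus and 100% = saturating agonist plus stimulus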
# NPY-Y1 antag – NPY-Y1 receptor antagonists, primary screen, cell-based | HEK293-CNG Y1 cells, membrane potential fluorescence; NPY at EC95, then isoproterenol | inhibition, % at 3.6 µM | hit rate 1% among 200,000;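 active = inhibition above the campaign mean inhibition of all tested compounds plus 3 SD, cut at about 20% in these data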;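 note: 0% = DMSO wells given NPY plus isoproterenol and 100% = isoproterenol alone without NPY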
#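 Assay system: HEK293 Y1/CNG channel cell line; Doses: single compound dose of 3.6 µM, 0.4% DMSO; Timing: dye 3 h, compound 60 min room temperature, stimulation 45 min; Technique: Membrane-potential fluorescent dye readout; Measure: % inhibition of NPY effect.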
# NPY-Y2 PAM-ag – NPY-Y2 potentiators or agonists, primary screen, cell-based; Neuropeptide Y receptor type 2 (Homo sapiens), P49146; activation, % at 3.6 µM; cells expressing NPY-Y2, potentiator/agonist read-out; AID 1359, 2008; hit rate 0.45% among 220,000; in the data active = activation above about 27%;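 note: cells stimulated with NPY near EC25 plus isoproterenol at EC100; 0% = vehicle plus submaximal agonist and 100% = vehicle plus saturating agonist; some results beyond the cut were filed as inactive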
# zfTRPN1 agonist – zebrafish TRPN1 channel agonists, primary screen, cell-based, HEK293, calcium fluorescence; transient receptor potential cation channel N1 (TRPN1/NompC), Danio rerio; HEK293 zebrafish TRPN1-YFP, Fluo-8 calcium fluorescence; 100% = response to 87 µM carbachol; activation, % at 3 µM; hit rate 0.18% among 220,000; AID 1424, 2008;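 active = activation above its plate's cutoff, the mean activation of test wells on that plate plus 3 SD, cut at about 19% in these data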;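 note: 0% = DMSO alone and 100% = 87 µM carbachol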
#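 System: zebrafish TRPN1-YFP in HEK293 cells / Dosing: 3 µM single point / Timing: dye loading 1 h at 37 °C, then 30 min room temperature / Signal: Fluo-8 calcium fluorescence, excitation 470-495 nm, emission 515-575 nm / Read-out basis: percent activation from peak over basal fluorescence ratio, control-normalized / Control set: high carbachol 87 µM, low DMSO alone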
# EP2 mod – EP2 receptor modulators, cAMP readout, primary screen, cell-based, HTRF cAMP, PGE2 stimulation | Prostaglandin E2 receptor EP2 subtype (Homo sapiens), P43116 | EP2-expressing cells, cAMP HTRF FRET, PGE2 co-stimulation | induction, % at 25 µM | hit rate 0.83% among 260,000 | AID 940, 2007;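 active = compounds whose cAMP rise, as percent of the full-agonist control response, exceeds 60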;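 note: rat C6 glioma line stably carrying human EP2 under a CMV promoter; the protocol text gives 20 µM as final concentration; 100% = response of wells given 1 µM PGE2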
# Target sequence (P43116 whole entry, looked up): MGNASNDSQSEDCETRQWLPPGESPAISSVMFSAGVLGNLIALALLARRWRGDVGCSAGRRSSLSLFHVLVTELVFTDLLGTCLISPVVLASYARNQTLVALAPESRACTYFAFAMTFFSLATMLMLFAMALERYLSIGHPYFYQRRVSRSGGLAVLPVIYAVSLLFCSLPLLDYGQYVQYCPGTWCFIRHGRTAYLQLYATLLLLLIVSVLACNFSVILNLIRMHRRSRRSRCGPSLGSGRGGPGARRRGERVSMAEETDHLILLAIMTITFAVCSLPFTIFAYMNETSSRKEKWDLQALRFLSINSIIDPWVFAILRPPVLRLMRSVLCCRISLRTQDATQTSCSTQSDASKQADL
# TRPML3 ag – human TRPML3 channel agonists, primary screen, cell-based, HEK293 TRPML3-YFP, Fluo-8 calcium fluorescence, 3 µM; Mucolipin-3 (Homo sapiens), Q8TDD5; 100% = the carbachol control signal; activation, % at 3 µM; hit rate 0.29% among 220,000; AID 1448, 2008;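 active = activation above its plate's cutoff, the mean activation of the plate's test wells plus 3 SD, cut at about 12% in these data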;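 note: 0% = DMSO only wells and 100% = carbachol wells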
# Target sequence (Q8TDD5 whole entry, looked up): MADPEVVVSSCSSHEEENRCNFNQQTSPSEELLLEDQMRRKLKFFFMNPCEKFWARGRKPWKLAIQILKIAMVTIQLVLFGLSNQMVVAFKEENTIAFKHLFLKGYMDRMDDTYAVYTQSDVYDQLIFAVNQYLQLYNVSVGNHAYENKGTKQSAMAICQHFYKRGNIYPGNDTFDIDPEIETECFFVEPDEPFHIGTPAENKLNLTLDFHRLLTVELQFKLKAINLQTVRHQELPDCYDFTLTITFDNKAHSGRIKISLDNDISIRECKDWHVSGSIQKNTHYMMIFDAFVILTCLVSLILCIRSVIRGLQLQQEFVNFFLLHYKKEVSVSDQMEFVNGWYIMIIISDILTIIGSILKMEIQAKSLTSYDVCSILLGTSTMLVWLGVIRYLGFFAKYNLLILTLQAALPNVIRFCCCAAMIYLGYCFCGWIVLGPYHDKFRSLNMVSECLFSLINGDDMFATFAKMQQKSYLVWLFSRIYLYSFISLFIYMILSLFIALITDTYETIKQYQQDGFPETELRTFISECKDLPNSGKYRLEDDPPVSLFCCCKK
#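 Test system: TRPML3-YFP stable HEK293 cells. Doses: single point at 3 µM. Incubation: dye loading 1 h 37 °C then 30 min ambient, 125 s read. Signal: Fluo-8 calcium dye fluorescence, ex 470-495, em 515-575 nm. Measure: percent activation from peak-to-basal fluorescence ratio, scaled between DMSO and carbachol.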
# CHOP inh – inhibitors of CHOP promoter induction, primary screen, cell-based, unfolded protein response, luciferase reporter. CHO-K1 CHOP-promoter luciferase, tunicamycin-induced, 15-18 h. hit rate 3.8% among 220,000. inhibition, % at 10 µM. AID 2732, 2010;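 active = compounds that reduced the stress-induced luciferase reporter signal by more than about 70% of percent inhibition, limit read from the data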;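 note: 0% = tunicamycin plus vehicle and 100% = wells without tunicamycin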
# * = called active by the depositor; nt = no result given; & = joins results of further samples; ! = a repeat was not active.
SMILES,S1P4 ag,S1P4 antagonist,NPY1 pot ag,NPY-Y1 antag,NPY-Y2 PAM-ag,zfTRPN1 agonist,EP2 mod,TRPML3 ag,CHOP inh
C=CCNc1nc(-c2cc3ccccc3o2)cs1,-0.1,-2,12,5,3,0.2,-6,0.4,30
C=CCn1c(-c2ccc(OC)cc2)nc2nc3ccccc3nc21,1.4,8,-24,5,-6,-0.1,20,0.3,11
Nc1nnc(SCc2nnc(-c3ccccc3)o2)s1,-1.3,4,-16,1,0,-0.1,5,0.4,25
Cc1csc(NC(=O)CCCC(=O)O)c1-c1nc2ccccc2s1,-0.3,-2,3,nt,-18,1.4,-5,1.4,-4
NCC(=O)c1cccc2ccc[n+]([O-])c12,0.6,-6,-5,nt,3,1.1,17,1.1,-9
CCOc1ccc(/C(O)=C/C(=O)C(=O)Nc2ccc(S(=O)(=O)NC(C)=O)cc2)cc1,12*,-15,-20,4,-8,0.4,8,0.6,3
CCn1c(SCC(=O)Nc2cccc(C)n2)nc2c1c(=O)n(C)c(=O)n2C,-1.3,-1,11,0,-6,-1.4,-12&-3,1.0,2
Cc1ccc2sc(NNC(=O)c3cc(-c4cccs4)nc4ccccc34)nc2c1C,3.9,-8,2,0,4,0.4,6,0.2,-11
CC1(C)CC1C(=O)Nc1ccc([N+](=O)[O-])cc1Br (stereo not given),1.6,-8,-14,4,-16,0.6,26,0.5,-5
CCNC(=S)NNC(=O)c1cc(-c2cccnc2)nc2ccccc12,0.5,8,-12,-2,-15,0.5,22,1.0,6
CCCC(=O)NCCCCNC(=O)CCC,0.2,18,1,0,16,-0.4,11,0.9,-7
c1ccc(-c2nc(-n3ccnc3)nc(-n3ccnc3)n2)cc1,0.5,-17,22,-4,21,-1.5,-11,0.4,12
COc1ccc(NS(=O)(=O)c2cc(C)ccc2C)cc1,-1.9,13,18,0,26,-2.3,9,-1.0,nt
CCOC(=O)N1CCC(N2C(=O)c3ccccc3C2=O)CC1,1.2,-7,11,0,10,-1.1,0,-0.3,10
Cc1cc(-c2ccccc2)nc(N(C)NC(=O)C(C)(C)C)c1S(C)(=O)=O,0.2,-14,14,10,-10,-0.3,-2,0.8,0
CC(=O)c1c(N2CCOCC2)[nH]c(-c2ccccc2)nc1=S,1.3,-14,-13,-2,14,2.2,-1,0.4,-32
CCNc1nc(NCC)nc(C(=O)OCCO)n1,1.5,-10,11,2,13,1.3,-1,1.1,-35
CCn1cc(CNC(=O)c2cccc([N+](=O)[O-])c2)cn1,2.4,-11,-13,0,-5,0.0,21,-0.2,-5
CCOC(=O)C1CCN(c2ncnc3nc[nH]c23)CC1,1.6,1,-5,-3,-4,0.3,-5,1.4,-3
CC1(C)C(=O)Nc2ccccc2N1C(=O)CSc1nnc2c(Cl)cc(Cl)cn12,0.3,2,10,-2,7,2.9,11,0.9,12
C/C(=N\O)C(C)(C)Nc1cccc(Br)c1,0.2,-3,8,nt,-4,-1.5,-1,-0.1,7
O=C(Nc1cccc(S(=O)(=O)N2CCCCC2)c1)c1ccc2c(c1)OCO2,9.1,-8,-8,9,2,6.4,-34,2.6,37
Cc1cc2nc(SCCN3CCCC3)[nH]c2cc1C,0.0,-8,5,3,-3,1.9,-4,0.9,-8
CCCn1c(SCC(=O)Nc2ccccc2N2CCCCC2)nc2c1c(=O)n(C)c(=O)n2C,0.5,8,-33,26*,-12,-2.4,78*!,-1.1,32

# Some of these compounds in order of SMILES length, ascending.
SMILES,S1P4 ag,S1P4 antagonist,NPY1 pot ag,NPY-Y1 antag,NPY-Y2 PAM-ag,zfTRPN1 agonist,EP2 mod,TRPML3 ag,CHOP inh
CCCC(=O)NCCCCNC(=O)CCC,0.2,18,1,0,16,-0.4,11,0.9,-7
Cc1csc(NC(=O)CCCC(=O)O)c1-c1nc2ccccc2s1,-0.3,-2,3,nt,-18,1.4,-5,1.4,-4
CCNC(=S)NNC(=O)c1cc(-c2cccnc2)nc2ccccc12,0.5,8,-12,-2,-15,0.5,22,1.0,6

# The list goes on.
SMILES,S1P4 ag,S1P4 antagonist,NPY1 pot ag,NPY-Y1 antag,NPY-Y2 PAM-ag,zfTRPN1 agonist,EP2 mod,TRPML3 ag,CHOP inh
COc1ccc(OC)c(NS(=O)(=O)c2ccc3c(c2)CCC(=O)N3)c1,-0.8,-7,1,3,-7,3.0,-1,0.5,-3
Cc1cc(NC(=O)CN2CCN(Cc3ccccc3)CC2)nc2c1c(=O)oc1ccccc12,-1.8,2,12,-4,-8,0.3,9,0.3,24
CCOC(=O)C1(CC2CCCCO2)CCN(S(=O)(=O)c2ccsc2)CC1 (stereo not given),3.9,-3,25,2,4,-0.9,-3,1.2,19
O=C(NC(=S)NCCN1CCOCC1)c1ccccc1,0.4,-21,4,1,-2,0.3,5,1.2,4
COc1ccc(Nc2cc(C)nc3nc(C)nn23)cc1Cl,0.2,-22,-9,-3,-16,0.5,3,0.0,12
Nc1ncnc2nc(SCc3ccc(Cl)cc3Cl)[nH]c12,-3.7,-13,-8,2,1,-1.1,-82&-22,-0.3,2
c1ccc2c(NCC3CCCO3)nc(N3CCCCC3)nc2c1 (stereo not given),-1.0,-6,-11,8,-14,-0.3,4,0.0,-30
N#CC1=C(N)SC(N)=C(C#N)C1c1ccnc2ccccc12,2.4,-8,-9,-3,11,2.3,24,1.7,-4
CCN1C(=O)/C(=C\N(C)C)NC1=S,-0.2,-21,5,-1,-3,1.7,-14,0.9,-26
CCc1c(O)nc(SCC(=O)Nc2nc3ccccc3s2)n(-c2ccc(C)cc2)c1=O,-1.2,-4,10,nt,2,0.5,17,0.4,-2
CCOC(=O)C1=C(C)NC(C)=C(C(=O)OCC)C1c1ccc(OC)cc1,3.1,6,-18,3,-17,-2.7,15,-1.3,16
Cc1ccc(C(C(=O)NCc2ccco2)N(C(=O)Cn2nnc3ccccc32)c2ccccc2)o1 (stereo not given),0.9,-5,-3,4,3,-1.1,7,0.1,39
CCOC(=O)CN1C(=O)COc2ccc(C(C)(C)C)cc21,0.9,-14,-5,-1,-6,-2.0,25,-1.0,41
O=C(CSc1nnc(NC(=O)C2CCC2)s1)Nc1ccc(N2CCOCC2)cc1,0.5,7,-8,-2,-6,2.3,20,0.1,31
FC(F)(F)c1nnc2sc(-c3cccs3)nn12,-1.4,3,-8,2,3,-1.2,-1,0.3,3
Cc1ccc(S(=O)(=O)N2CCCOC2CNC(=O)C(=O)NCCc2c[nH]c3ccccc23)cc1 (stereo not given),0.3,-17,1,-3,6,1.9,-13,0.5,20
CCCCCCCCn1ccc(=N)cc1,0.2,2,-68,nt,13,1.0,-18,0.4,62
Cc1nn(CC(=O)Nc2ccc(C(=O)N3CCCCC3)cc2)c(=O)c2ccccc12,-3.4,-2,16,2,4,0.2,10,0.2,-6
Cc1ccc(C(c2nnnn2C2CCCCC2)N2CCN3CCCC3C2)cc1 (stereo not given),-3.2,8,-1,10,-3,0.6,-6,0.8,36
O=S(=O)(c1ccccc1)c1nc(Nc2cccc(O)c2)sc1Cl,2.4,11,33,-5,8,-0.4,-13,0.1,26
COc1cc(CCC(=O)Nc2nnc(-c3cccnc3)s2)cc(OC)c1OC,0.2,4,-7,-4,-3,1.4,29,-0.1,-15
NC(=S)c1cc2cc(Cl)ccc2oc1=O,-0.1,6,-7,nt,-5,-0.4,6,-0.1,13
COc1cc(-c2nc3ccccn3c2/N=C/c2cccc(OC)c2O)ccc1O,0.1,-10,0,-6,-12,0.3,-2,-0.1,29
CCOC(=O)c1c(C)nc2c(c1-c1ccc(Cl)cc1)C(=O)CC(C)(C)C2,-1.1,-8,8,3,-4,-1.0,29,0.0,2
O=C(CCC(=O)N1CCN(c2ccccc2)CC1)Nc1nnc(C2CCCCC2)s1,-0.9,15,7,nt,-16,1.0,-48,-0.2,8
COc1ccc(C(=O)N2CCN(C(=O)c3cc(OC)c(OC)c(OC)c3)CC2)cc1,1.2,-15,10,-1,7,-0.7,19,0.8,18
O=C(CSc1nnc(-c2ccccc2Cl)n1Cc1ccco1)Nc1ccc2c(c1)OCCO2,-1.7,-8,-26,2,-7,-1.5,35,-1.1,25
CCOC(=O)c1c(C)[nH]c(C(=O)COC(=O)c2ccc(O)cc2O)c1C,-1.3,-6,2,nt,0,2.1,-11,0.1,6
Cc1ccc(-c2c[n+](CC(=O)N3c4ccccc4Sc4ccccc43)c3n2CCC3)cc1,-1.3,-16,-8,7,-5,-0.4,-8,-0.1,23
Cc1cc(C)n2nc(C(=O)Nc3cccc(S(=O)(=O)N4CCCC4)c3)nc2n1,2.0,1,6,nt,1,0.2,2,1.1,-8
Cc1ccc(C(=O)CSC2=C(C#N)C(c3ccco3)C3=C(CC(C)(C)CC3=O)N2)cc1 (stereo not given),1.1,2,12,-12,18,-0.4,-25,0.0,5
CC(=O)c1ccc(NC(=S)N2CCC(Cc3ccccc3)CC2)cc1,1.8,-9,14,nt,-25,0.3,-46,0.4,19
C/C(Cn1cnc([N+](=O)[O-])n1)=N\NC(=O)c1ccncc1,2.2,-8,-10,4,10,0.0,11,0.2,-20
O=C(Nc1cccnc1)c1cc(-c2ccco2)on1,-1.4,-2,1,0,-8,0.6,-13,0.1,1
COc1ccc(CCN/C=C2/CC(=O)NC2=O)cc1OC,17*,5,-10,-6,-7,2.5,8,0.7,-28
Cc1cc(C)n(-c2nnc(N3CCN(c4ccccc4)CC3)nn2)n1,-0.6,10,-6,1,12,1.2,46,1.4,1
c1ccc(-c2nc3nonc3nc2-c2ccccc2)cc1,0.7,3,-10,4,-23,-1.1,-23,-0.6,85*
CC1=[N+]([O-])C(N2CCOCC2)C(O)(c2ccccc2)C1 (stereo not given),-1.9,14,5,1,3,0.8,29,1.8,-5
O=C(COC(=O)c1ccc(Cl)c(S(=O)(=O)N2CCCC2)c1)NCc1cccs1,1.0,6,7,3,-5,-0.9,-50,0.3,4
CCN1CCN(CC(=O)NC2CCCCC2)C(=O)C1=O,0.4,-5,11,1,17,1.3,17,0.7,-27
CCCCC(CC)C1OCC(CN2CCCCC2)O1 (stereo not given),1.7,-16,-3,nt,-1,1.8,-21,0.6,-13
CCOc1ccc(S(=O)(=O)N2CCN(C(=O)c3sccc3C)CC2)cc1,-2.6,1,-8,2,-15,-1.6,-54,0.5,16
Cc1cccc(CSCCNC(=O)Nc2ccccc2)c1,-0.6,-3,-4,5,9,-2.3,-57,-0.8,4
CCc1nnc(NC=C2C(=O)OC(C)(C)OC2=O)s1,18*,5,-2,2,0,0.5,-8,0.9,-10
